# SNCA expr inh: inhibitors of alpha-synuclein (SNCA) gene expression. HEK-293 SNCA-luciferase knock-in, luminescence, 24 h. Potency, µM (series often up to 57.2 µM), inactives show at the highest dose activity change, negative = inhibition, hits mostly inhibitors. 140,000 compounds, 0.17% hits;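 note: potency is the fitted concentration of half-maximal effect; plate controls were DMSO cells for no effect and cell-free wells for full effect; nearly all actives have a fitted effect of over 45% in size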
# HEK cytotox: HEK 293 cell cytotoxicity. 94,000 compounds, 6.6% hits. AID 1345083. Potency, µM (titrated, usually from 115 µM), for the others: at the top dose activity change, negative = cytotoxicity, hits mostly inhibitors. HEK 293 viability, ATP luminescence (CellTiter-Glo), 48-72 h; note: potency is the fitted concentration of half-maximal effect; nearly all actives have a fitted effect of over 60% in size
#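 Luminescence from cellular ATP, measured with CellTiter-Glo, indicates HEK 293 viability. Cells plated at 250 cells/well are treated with compound for 48 or 72 hr at 37 degree Celsius before reagent addition.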
# GPT2 inhibitor: blocks human glutamate pyruvate transaminase 2; Q8TD30; Recombinant GPT2, coupled pyruvate oxidase/HRP Amplex Red fluorescence; Potency, µM (highest dose often 57.7 µM), without a hit: at the top dose activity change, negative = inhibition, most hits filed as inhibitors; 100,000 compounds, 0.25% hits; AID 1671188; note: potency is the fitted concentration of half-maximal effect; nearly all actives have a fitted effect of over 60% in size; many of its hits are not listed in these tables
#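 Fluorescence of coupled pyruvate oxidase/HRP/Amplex Red system (50uM Amplex, 30 min, dark) reports pyruvate formed by GPT2. Enzyme reaction: 10ng/uL GPT2, 2mM L-alanine, 250uM a-KG, 30 min room temperature, pH 7.5; 50uM AOA control.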
# NIH3T3 tox: NIH 3T3 cell cytotoxicity | NIH 3T3 viability, CellTiter-Glo ATP luminescence, 48-72 h | Potency, µM (highest dose often 96.7 µM), inactives show at the highest dose activity change, negative = cytotoxicity, actives largely listed as inhibitors | 94,000 compounds, 4.3% hits; note: potency is the fitted concentration of half-maximal effect; nearly all actives have a fitted effect of over 55% in size
#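 Luminescent ATP readout (CellTiter-Glo, 10 min RT) after 48 or 72 hr compound exposure of NIH 3T3 cells seeded at 400 cells/well in 1536-well format; quantitative HTS.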
# SNCA viab count: cell viability loss counter-screen | HEK-293-SNCA-luc viability, GF-AFC fluorescence, 24 h | Potency, µM (top dose mostly 57.1 µM), for inactives: at the highest dose activity change, negative = cytotoxicity, usual class: cytotoxic | 150,000 compounds, 0.12% hits | AID 1671193;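 note: potency is the fitted concentration of half-maximal effect; 0% = DMSO-treated cells and -100% = medium-only wells without cells; nearly all actives have a fitted effect of over 30% in size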
#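 Cytotoxicity counterscreen: after 24 h compound treatment of genome-edited SNCA-luciferase HEK-293 cells, live-cell protease substrate GF-AFC read by fluorescence after 30 min; activity scaled between DMSO (0%) and medium-only (-100%), curves Hill-fitted.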
# IP6K1 inh: inhibitors of human IP6K1. Q92551. IP6K1 kinase, ADP-Glo luminescence, 2 h; stronger effect = lower value. activity change, % (series mostly up to about 58 µM). 140,000 compounds, 0.81% hits. AID 1645851; in the data active = activity change below about -25%
# Target sequence (Q92551 whole entry, looked up): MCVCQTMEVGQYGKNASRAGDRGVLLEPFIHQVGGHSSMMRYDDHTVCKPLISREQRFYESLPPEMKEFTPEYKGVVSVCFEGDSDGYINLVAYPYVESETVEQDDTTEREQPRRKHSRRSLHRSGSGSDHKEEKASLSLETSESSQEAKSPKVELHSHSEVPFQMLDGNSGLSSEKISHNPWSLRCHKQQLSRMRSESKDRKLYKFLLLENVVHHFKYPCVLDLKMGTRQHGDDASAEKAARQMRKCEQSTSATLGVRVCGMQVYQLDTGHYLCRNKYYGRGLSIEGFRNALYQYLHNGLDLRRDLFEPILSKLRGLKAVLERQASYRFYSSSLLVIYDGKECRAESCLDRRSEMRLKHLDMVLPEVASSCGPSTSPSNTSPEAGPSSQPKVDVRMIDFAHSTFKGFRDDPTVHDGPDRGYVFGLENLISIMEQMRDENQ
#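 ADP-Glo luminescence measures ADP made by human IP6K1 during a 2 h RT reaction with ATP/IP6 (mix at 1.3 mM/130 uM); top library doses 57.5 and 19.1 uM final.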
# Luciferase inh: Photinus pyralis luciferase inhibition. 76,000 compounds, 2.5% hits. purified P. pyralis luciferase, luminescence, biochemical. Potency, µM (top dose mostly 115 µM), inactives show at the highest dose activity change, negative = inhibition, hits mostly inhibitors. P08659. AID 1347043; note: potency is the fitted concentration of half-maximal effect; nearly all actives have a fitted effect of over 65% in size
# Target sequence (P08659 whole entry, looked up): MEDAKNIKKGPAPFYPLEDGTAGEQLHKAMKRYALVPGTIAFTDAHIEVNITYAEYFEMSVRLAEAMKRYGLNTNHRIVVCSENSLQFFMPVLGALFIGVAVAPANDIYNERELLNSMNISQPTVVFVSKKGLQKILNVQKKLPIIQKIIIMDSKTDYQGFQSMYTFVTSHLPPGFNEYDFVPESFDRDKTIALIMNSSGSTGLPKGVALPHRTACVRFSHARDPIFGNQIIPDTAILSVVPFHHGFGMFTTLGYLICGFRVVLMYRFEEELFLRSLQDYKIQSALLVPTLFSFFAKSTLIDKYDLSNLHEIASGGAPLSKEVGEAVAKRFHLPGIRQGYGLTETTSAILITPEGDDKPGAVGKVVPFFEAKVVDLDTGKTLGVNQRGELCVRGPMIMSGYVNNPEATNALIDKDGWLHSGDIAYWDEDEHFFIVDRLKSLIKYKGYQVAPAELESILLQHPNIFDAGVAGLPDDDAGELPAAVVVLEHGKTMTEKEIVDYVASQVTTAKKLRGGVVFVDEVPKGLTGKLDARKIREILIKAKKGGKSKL
#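 Inhibitors were tested against purified firefly luciferase in a biochemical, low-substrate format (both substrates at 10uM) and luminescence measured with a CCD imager.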
# Numbers without * were called inactive; i = inactive; ? = inconclusive; . = not tested or not shown; [ ] = dose if it differs, or a comment. Unless noted, calls come from the whole dose curve; as a rule, active = well fitted curve in the direction sought with a large enough effect; inconclusive = small, poorly fitted or top-dose-only effect, or another doubt; inactive = no such curve, though single readings can be large; an effect the other way counts as inactive or inconclusive. Unless noted, % is set by controls: 0 for no effect and ±100 for the full control effect. These rows are one share of the data; the hit share may differ from the screen's.
SMILES,SNCA expr inh,HEK cytotox,GPT2 inhibitor,NIH3T3 tox,SNCA viab count,IP6K1 inh,Luciferase inh
Cc1nc2cc(-c3cccc(F)c3)nn2c(C)c1CCC(=O)NCCc1ccccc1,13%,.,.,.,-1%,-8,.
CCN(CC)Cc1cnc2c(C(=O)Nc3cccc(OC)c3)cnn2c1,24%,-20%,i,-17%,-8%,-15,-5%
COc1ccc(-c2ccccc2C(=O)N2CCC(NC(=O)c3ccc(F)cc3)CC2)nn1,.,i,.,-10%,.,0,.
COc1ccccc1CNC(=O)CCC1N=C2c3ccccc3N=C(SCC(=O)NCCc3ccccc3)N2C1=O (stereo not drawn),-2%,.,.,.,?,36,.
COC[C@@H]1CN(C(=O)c2cccc(C#N)c2)C[C@H]1c1ccccn1,-11%,-2%,i,-13%,5%,2,-1%
COCCNC(=O)c1cc(-c2ccccc2OC)c2nncn2n1,16%[87.6 µM],i,-8%[88.5 µM],-2%[138 µM],1%[87.6 µM],0,.
O=C1NC2(CCN(Cc3ccccc3C(F)(F)F)C2)OCc2ccccc21 (stereo not drawn),9%,?,-9%,-23%,0%,11,-1%
O=C(COc1ccccc1Cl)Nc1ccc(Cl)c(-c2nc3ccccc3o2)c1,13%,.,.,.,-9%,-5,.
COc1ccccc1NC(=O)Cn1c(=O)n(-c2cccc(Cl)c2)c(=O)c2sc3ccccc3c21,5%,.,.,.,-28%,10,.
COc1ccc(NC(=O)CCc2c(C)nc3c(-c4ccc(F)cc4)c(C)nn3c2C)c(OC)c1,-7%,.,.,.,14%,-9,.
Cc1ccc(CNC(=O)CCCCCn2c(=O)c3sccc3n(CC(=O)Nc3c(C)cc(C)cc3C)c2=O)cc1,11%,.,.,.,5%,17,.
Cc1cnc(-c2ccccc2)n1CC1CCN(S(=O)(=O)Cc2ccccc2F)CC1,0%,?,-6%,?,-8%,0,-4%
CC1CCN(C(=O)c2cc3c(s2)CCN(C(=O)c2ccc(Cl)cc2)C3)CC1,-22%,40µM*,-14%,?,-27%,0,-14%
CS(=O)(=O)N1CCOc2ccc(CCC(=O)O)cc2C1,25%,1%,-8%,5%,0%[12.5 µM],-6,0%
Cc1ccc(Nc2nc(N)nc(N)c2S(=O)(=O)c2ccccc2)cc1,?,.,.,.,-9%,0,.
O=C(C1CC1)N1CCC(O)(c2csc(CN3CCOCC3)n2)CC1,-2%[87.6 µM],3%[172 µM],-1%[88.5 µM],-14%[174 µM],0%[87.6 µM],17,1%[172 µM]
COc1ccccc1-c1ccc(CN2CCC(NC(=O)Cc3cccc(Cl)c3)C2)cc1 (stereo not drawn),?,?,0%,?,2%[12.5 µM],15,.
Cc1ccc(NC(=O)CC2CCCN(c3cn[nH]c(=O)c3)C2)cc1C (stereo not drawn),36%[activator],?,?,?,5%,11,-13%
CCC(C)NC(=O)c1ccc(CNS(=O)(=O)c2ccc3c(c2)C(C)(C)C(=O)N3C)cc1 (stereo not drawn),-7%,.,.,.,1%,5,.
c1cncc(-c2ccnc(NCCCN3CCCc4ccccc43)n2)c1,-9%,?,?,22µM*,6%,3,0%
Cc1ccc2oc(=O)c3cnn(CC(=O)N4CCN(c5cccc(Cl)c5)CC4)c3c2c1,-7%,.,.,.,-14%,12,.
COc1ccc(-c2cc3c(=O)n(CCNC(=O)c4ccc(C#N)cc4)ccn3n2)cc1,-1%,i,i,3%,-4%,-11,?
Cc1cccc(-c2cccc(CCOc3cnc4c(ccn4CC(=O)O)c3)c2)c1,4%[87.6 µM],?,?,?,-2%[87.6 µM],-10,10%[172 µM]
COc1cccn(CC(=O)N2CCN(c3ccccc3C#N)CC2)c1=O,0%,3%,4%,4%,2%,16,-3%
O=C1NC(C(=O)NCc2cccc(C(F)(F)F)c2)Cn2cccc21 (stereo not drawn),2%,-17%,2%,-20%,4%,-11,0%

# Entries of single compounds as entered above.
# COc1ccc(-c2ccccc2C(=O)N2CCC(NC(=O)c3ccc(F)cc3)CC2)nn1 is listed as SNCA expr inh: .; HEK cytotox: i; GPT2 inhibitor: .; NIH3T3 tox: -10%; SNCA viab count: .; IP6K1 inh: 0; Luciferase inh: .
# COc1ccccc1CNC(=O)CCC1N=C2c3ccccc3N=C(SCC(=O)NCCc3ccccc3)N2C1=O (stereo not drawn) is listed as SNCA expr inh: -2%; HEK cytotox: .; GPT2 inhibitor: .; NIH3T3 tox: .; SNCA viab count: ?; IP6K1 inh: 36; Luciferase inh: .
# Cc1ccc(Nc2nc(N)nc(N)c2S(=O)(=O)c2ccccc2)cc1 is listed as SNCA expr inh: ?; HEK cytotox: .; GPT2 inhibitor: .; NIH3T3 tox: .; SNCA viab count: -9%; IP6K1 inh: 0; Luciferase inh: .

# An excerpt from the list above, for reference:
SMILES,SNCA expr inh,HEK cytotox,GPT2 inhibitor,NIH3T3 tox,SNCA viab count,IP6K1 inh,Luciferase inh
COc1cccn(CC(=O)N2CCN(c3ccccc3C#N)CC2)c1=O,0%,3%,4%,4%,2%,16,-3%
O=C1NC(C(=O)NCc2cccc(C(F)(F)F)c2)Cn2cccc21 (stereo not drawn),2%,-17%,2%,-20%,4%,-11,0%

# Next compounds:
SMILES,SNCA expr inh,HEK cytotox,GPT2 inhibitor,NIH3T3 tox,SNCA viab count,IP6K1 inh,Luciferase inh
CCOc1ccc(C(=O)Nc2ccc(S(=O)(=O)N(Cc3ccccc3)c3ccccc3)cc2)cc1,?,.,.,.,0%,9,.
CCc1cccc(C)c1Nc1c(-c2ccc(F)cc2)nc2sccn12,-17%,.,.,.,-2%,6,.
CCOC(=O)C1CCN(C(=O)C2COC3(CCC(C)CC3)N2C(=O)c2cccc(C)c2)CC1 (stereo not drawn),18%,?,-4%,-19%,-20%,6,-8%
Cc1ccsc1C(=O)Nc1cccc(-c2nnc3n2CCCC3)c1,33%[activator],?,-9%,?,9%,6,-20%
CN(C)c1nccnc1OC1CCN(C(=O)c2ccncc2)C1 (stereo not drawn),-6%,0%,2%,i,2%,10,-5%
COc1ccc(C(=O)Nc2nnc(SCc3cc(=O)c4cccc(F)c4[nH]3)s2)cc1,16%,.,.,.,?,-7,.
COc1cccc(C(=O)N2CCC(N3C[C@H](O)C[C@H]3C(=O)N3CC=C(c4ccccc4)CC3)CC2)c1,-19%,79µM*,2%,-28%,-7%,4,-3%
Cc1cc(C)cc(NC(=O)CCc2nnc3n(C)c(=O)c4sccc4n23)c1,23%,.,.,.,7%,4,.
Cc1ccc(-c2cc(C(=O)N3CCC(c4ncccn4)CC3)c3cnn(C)c3n2)c(C)c1,-5%,?,-3%,-25%,-21%,2,.
O=C(CCC[C@@H]1[C@H]2CCCN3CCC[C@@H](CN1C(=O)Nc1ccccc1)[C@@H]23)Nc1ccccc1,5%,?,4%,-26%,-7%,22,-5%
Cc1ccc(C(=O)c2c(N)c(-c3nc(-c4ccc5c(c4)OCO5)cs3)c3ccccn23)cc1C,6%,.,.,.,4%,7,.
COc1cccc(-c2nc(SC(C(C)=O)C(=O)N(C)C)c3c(=O)n(C)c(=O)n(C)c3n2)c1 (stereo not drawn),10%,.,.,.,7%,5,.
CCC(Sc1nnc2c3ccccc3n(CC)c2n1)C(=O)Nc1ccc(NC(C)=O)cc1 (stereo not drawn),10%,.,.,.,?,6,.
COc1ccc2nc(N(Cc3cccnc3)C(=O)C3CCCCC3)sc2c1,?,.,.,.,-24%,-15,.
CC(C)c1ccc(CN(C(=O)c2cc3ccccc3oc2=O)C2CCS(=O)(=O)C2)cc1 (stereo not drawn),85%[activator],.,.,.,-14%,5,.
O[C@H]1CC[C@@H](Cc2cc(-c3ccc(F)cc3)on2)O[C@@H]1CNCc1ccncc1,85%[activator][87.6 µM],-21%[172 µM],-7%[88.5 µM],-18%[174 µM],3%[87.6 µM],-11,-24%[172 µM]
Cn1cc(-c2cnc3[nH]cc(CC(=O)Nc4cccc(F)c4)c3c2)cn1,-8%[87.6 µM],45µM*,i,?,-21%[87.6 µM],-16,-23%[172 µM]
COc1cccc(CNC(=O)[C@@H]2C[C@@H](O)CN2C2CCN(C(=O)c3cccc(C)c3)CC2)c1,?,-27%,i,-12%,-2%,-6,0%
CCOC(=O)CN([C@@H]1C[C@@H]2CO[C@H](C(C)C)C[C@@H]2C1)[S+](=O)([O-])c1cccs1,.,?,.,?,.,-4,.
COc1ccc(C(=O)N2CCOCC3(CN(Cc4cc(F)cc(F)c4)C3)C2)cc1,?,-69%[172 µM],-3%[88.5 µM],-78%[138 µM],?,30,2%[172 µM]
CN1CCCCCCN(C(=O)Cc2c[nH]c3ccccc23)[C@H]2CCC[C@H]2C1=O,-23%,?,i,-11%,4%,-1,-9%
CC(C(=O)NCc1ccc(OC(F)(F)F)cc1)C1CCOCC1 (stereo not drawn),-5%,5%,i,-1%,0%[12.5 µM],3,-6%
COc1ccc(-c2ccnc3nc(Cc4ccc(F)cc4)nn23)c(F)c1,-13%,25µM*,i,?,-6%,-11,0%
O=C(Cn1c(=O)n(Cc2ccco2)c(=O)c2oc3ccccc3c21)Nc1ccc(F)cc1F,-8%,.,.,.,-19%,4,.
Cc1ccc(C)c(N2CCN(CCCNC(=O)c3cnn(-c4cccc(Cl)c4)c3C3CCN(C(=O)OC(C)(C)C)CC3)CC2)c1,-10%,.,.,.,?,8,.
# New compounds follow.
SMILES,SNCA expr inh,HEK cytotox,GPT2 inhibitor,NIH3T3 tox,SNCA viab count,IP6K1 inh,Luciferase inh
COc1cc2c(cc1OC)C(COc1ccc(F)cc1)N(C(=O)c1ccccc1F)CC2 (stereo not drawn),7%,.,.,.,-10%,14,.
CCC(C)(O)C(O)C(=O)OCc1ccc(O[C@@H]2O[C@H](CO)[C@@H](O)[C@H](O)[C@H]2O)cc1 (stereo partly drawn),.,.,1%[27.3 µM],.,-11%[23.9 µM],-2,.
CC(C)(O)CCc1cccc(C(=O)N(Cc2ccc3c(c2)OCO3)C2CC2)c1,5%,?,0%[11.5 µM],-32%,-7%,-10,4%
O=C(NCCc1ccc(Cl)cc1)C1CCCN1c1nc2ncccc2o1 (stereo not drawn),-14%,?,-7%,-24%,-17%,-11,4%
Cn1nnnc1SCCCNCc1cccc(OCc2ccccc2)c1,5%,.,.,.,-14%,2,.
COCCNC(=O)CC[C@]12CC[C@](C)(O)C[C@H]1C(C)(C)C[C@@H]2NC(=O)Cc1cccs1,10%,-15%,4%,-1%,-5%,4,1%
COCCN1CCOc2nc(-c3ccc(Oc4ccccc4)cc3)ncc2C1=O,6%[87.6 µM],56µM*,-11%[88.5 µM],?,-18%[87.6 µM],-2,22µM*

# Compound activity deposited in PubChem by National Center for Advancing Translational Sciences (NCATS).
